Assay outcomes deposited in PubChem BioAssay by National Center for Advancing Translational Sciences (NCATS).
TrxR1 substrate: qHTS Assay for Substrates of Mammalian Selenoprotein Thioredoxin Reductase 1 (TrxR1): qHTS. 0.01% of 390,000 active. Potency, µM (doses to about 114 µM), inactives show top-dose activity change, negative = substrate turnover. purified TrxR1 substrate turnover, NADPH consumption readout. AID 588456, 2011; further: potency means the concentration at half of the fitted maximal effect; on the % scale 0 is the no-effect control and ±100 the full control effect; nearly all actives have a fitted effect of over 50% in size
Target sequence (O89049 whole entry, looked up): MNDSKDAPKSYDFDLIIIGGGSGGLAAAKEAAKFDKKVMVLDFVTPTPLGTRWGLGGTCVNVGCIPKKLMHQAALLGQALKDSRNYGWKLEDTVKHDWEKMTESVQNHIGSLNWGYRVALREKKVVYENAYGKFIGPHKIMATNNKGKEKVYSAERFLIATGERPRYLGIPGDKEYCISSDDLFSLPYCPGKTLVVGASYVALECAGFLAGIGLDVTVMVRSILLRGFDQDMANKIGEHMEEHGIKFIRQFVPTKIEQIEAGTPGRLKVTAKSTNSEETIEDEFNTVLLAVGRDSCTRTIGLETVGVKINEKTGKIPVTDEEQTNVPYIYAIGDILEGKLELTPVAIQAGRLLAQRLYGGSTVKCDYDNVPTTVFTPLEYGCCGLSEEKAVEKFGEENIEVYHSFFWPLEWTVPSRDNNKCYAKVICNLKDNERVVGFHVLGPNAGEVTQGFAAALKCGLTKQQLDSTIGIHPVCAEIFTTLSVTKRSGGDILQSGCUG
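Rat TrxR1, dispensed at 90 nM, was prereduced with 400 uM NADPH (final) for 5 min at ~22 deg C, then incubated with compound 15 min before 400 uM selenite. A first-read NADPH fluorescence drop versus no-compound background flagged substrates.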
LDHA inh: qHTS assay for inhibitors of human lactate dehydrogenase; purified LDHA, NADH/diaphorase-resazurin fluorescence; active compounds read low; activity change, % (values are at about 110 or 230 µM); 0.15% of 480,000 active; in the data active means activity change below about -30%; inconclusive means mostly about -25% to -30%;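 further: plate controls were DMSO wells for no effect and wells without enzyme for full effect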
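Enzyme activity of human lactate dehydrogenase 5 (2 nM; 0.06 mM NADH, 0.2 mM pyruvate, 5 min, RT) is measured via a resazurin/diaphorase fluorescence readout of residual NADH.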
Vif-A3F inh: qHTS for Inhibitors of Vif-A3F Interactions: qHTS. 0.2% of 390,000 active. Potency, µM (top dose mostly 46.1 µM), without a hit: at the highest dose activity, negative = active. HeLa A3F-eYFP + Vif (tagged APOBEC3F with the HIV-1 protein that degrades it), YFP fluorescence increase; further: potency means the concentration at half of the fitted maximal effect; % of control where 0% means no effect; nearly all actives have a fitted effect of over 65% in size
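Fluorescence increase (Ex 488/Em 500-530) after overnight compound treatment at 37 deg C flags inhibition of Vif-driven A3F-eYFP loss in stable HeLa A3F-eYFP/Vif cells seeded overnight beforehand.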
Vif-A3G inh: qHTS for Inhibitors of Vif-A3G Interactions: qHTS | DNA dC->dU-editing enzyme APOBEC-3G (Homo sapiens), Q9HC16 | HeLa A3G-eYFP + Vif (tagged APOBEC3G with the HIV-1 protein that degrades it), YFP fluorescence, overnight | Potency, µM (doses to about 46.1 µM), inactives show at the highest dose activity, negative = active, actives largely listed as inhibitors | 0.076% of 410,000 active;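 further: potency means the concentration at half of the fitted maximal effect; on the % scale 0 is the no-effect control and ±100 the full control effect; nearly all actives have a fitted effect of over 60% in size; hits raise eYFP signal because A3G escapes Vif-driven loss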
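Read-out is eYFP fluorescence (Ex 488/Em 500-530) from Vif-expressing HeLa A3G-eYFP cells; more signal means A3G escaped Vif-mediated degradation. Cells plated overnight, compound pinned in, incubated overnight at 37 deg C.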
PI4K2A block: qHTS for small molecular inhibitors of PI4K2A | Phosphatidylinositol 4-kinase type 2-alpha (Homo sapiens), Q9BTU6 | purified PI4K2A, ADP-Glo luminescence, 1 h; active compounds read low | activity change, negative = inhibition, % at 76.9 µM | 0.13% of 420,000 active | AID 1346378, 2018; in the data active means activity change below about -50%; inconclusive means mostly about -30% to -49%;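 further: -100% = wells without enzyme as full effect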
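ADP-Glo luminescence measured ADP generated by PI4K2A enzyme (4 ug/mL before mixing) with 1.2 mM PI substrate (pre-mix) and 300 microM ATP (pre-mix). Tris pH7.5 buffer with MgCl2, Triton X-100; 1 h reaction at ambient temperature.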
RXFP1 ag: qHTS Assay for Agonists of the Relaxin Receptor RXFP1; Relaxin receptor 1 (Homo sapiens), Q9HBX9; 0.3% of 370,000 active; AID 2676, 2010; HEK293T-RXFP1 cAMP TR-FRET, 30 min; response scale: percent of porcine relaxin response, buffer zero; Potency, µM (series often up to 57.5 µM), inactives show top-dose activation, actives largely listed as activators; further: potency means the concentration at half of the fitted maximal effect; on the % scale 0 is the no-effect control and ±100 the full control effect; nearly all actives have a fitted effect of over 60% in size; many of its hits are not listed in these tables
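cAMP rise read by TR-FRET after 30 min, 37C compound exposure (up to 58 uM) in RXFP1-transfected HEK293 cells with Ro 20174 present. EC50 from Hill-equation fits, with 29 nM porcine relaxin as 100% and buffer as basal.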
GRP78 ERSR act: qHTS for Inducers of the Endoplasmic Reticulum Stress Response (ERSR) in Human Glioma: qHTS | 0.02% of 420,000 active | Potency, µM, without a hit: top-dose activation, most hits filed as activators | U87-MG GRP78 promoter luciferase reporter, 16 h; further: potency means the concentration at half of the fitted maximal effect; series mostly up to about 76 µM; % of control where 0% means no effect; nearly all actives have a fitted effect of over 35% in size
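Stably transfected U87-MG glioma cells carrying a GRP78-based luciferase sensor; 16 h compound incubation. Luminescence end-point read 10 min after Bright-Glo addition at room temperature.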
USP1 inh: Inhibitors of USP1/UAF1: Primary Screen; 0.23% of 390,000 active; Potency, µM (series often up to 57.1 µM), for the others: top-dose activity change, negative = inhibition, usual class: inhibitors; recombinant USP1/UAF1, Ub-Rhodamine cleavage fluorescence; Ubiquitin carboxyl-terminal hydrolase 1 (Homo sapiens), O94782; further: potency means the concentration at half of the fitted maximal effect; on the % scale 0 is the no-effect control and ±100 the full control effect; nearly all actives have a fitted effect of over 60% in size; inactives centre near -12
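USP1/UAF1 complex (1 nM) preincubated 15 min at room temperature with compound, then Ub-Rho substrate (150 nM final) added. Kinetic fluorescence at 480/540 nm over 6 reads at 60 s intervals; 50 mM HEPES pH 7.8, 0.5 mM EDTA, 0.1 mg/ml BSA, 1 mM TCEP, 0.01% Tween-20.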
IDH1 R132H inh: qHTS for Inhibitors of mutant isocitrate dehydrogenase 1 (IDH1): qHTS; 0.093% of 390,000 active; Potency, µM (doses to about 76.6 µM), for inactives: at the highest dose activity change, negative = inhibition, usual class: inhibitors; IDH1-R132H enzyme, NADPH consumption, diaphorase/resazurin fluorescence; further: potency means the concentration at half of the fitted maximal effect; on the % scale 0 is the no-effect control and ±100 the full control effect; nearly all actives have a fitted effect of over 65% in size
Target sequence (O75874 whole entry R132H, stated change not applied): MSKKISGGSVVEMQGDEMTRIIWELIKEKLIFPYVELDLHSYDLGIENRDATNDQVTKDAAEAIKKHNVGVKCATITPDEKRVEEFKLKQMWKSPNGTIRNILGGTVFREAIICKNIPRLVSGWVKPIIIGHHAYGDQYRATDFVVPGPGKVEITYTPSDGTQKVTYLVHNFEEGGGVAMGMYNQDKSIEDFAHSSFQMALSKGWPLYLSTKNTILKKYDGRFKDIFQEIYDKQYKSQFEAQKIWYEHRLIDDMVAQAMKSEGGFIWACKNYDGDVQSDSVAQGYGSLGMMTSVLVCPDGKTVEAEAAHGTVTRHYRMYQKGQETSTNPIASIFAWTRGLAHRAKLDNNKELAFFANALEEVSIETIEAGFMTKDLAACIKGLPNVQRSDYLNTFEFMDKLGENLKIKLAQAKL
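IDH1-R132H (0.5 ug/mL dispensed) in pH 7.5 Tris buffer was preincubated 30 min with compound, then given a substrate mix of 0.016 mM NADPH and 2 mM alpha-KG for 80 min at room temperature; remaining NADPH was read by diaphorase/resazurin fluorescence.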
* marks the source's active call; other numbers are inactive results; ? = inconclusive; nt = not tested or not shown; & = joins results of further samples; [ ] = another dose, or the depositor's remark. Unless noted, the call rests on the fitted dose curve; in most records, active means well fitted curve in the direction sought with a large enough effect; inconclusive means small, poorly fitted or top-dose-only effect, or another doubt; inactive means no such curve, though single readings can be large; an effect the other way counts as inactive or inconclusive. Some of the compounds tested. The share of hits here may be higher or lower than overall.

SMILES	TrxR1 substrate	LDHA inh	Vif-A3F inh	Vif-A3G inh	PI4K2A block	RXFP1 ag	GRP78 ERSR act	USP1 inh	IDH1 R132H inh
Cc1c(C(N)=O)sc2ncn(CC(=O)OC(C)C)c(=O)c12	-8%	-4	-3%	0%	-3	2.3%	-3%	-7%	-2%
COc1cc(/C=N/NC(=O)Cc2ccccc2)cc([N+](=O)[O-])c1O	-26%	7	-4%	0%	-3	-1.5%	-2%	-15%	-3%
O=C(CCC(=O)N1CCOCC1)NCc1cccc(C(F)(F)F)c1	1%	-13	-2%	-1%	-3	-0.2%	-3%	-20%	3%
COc1ccc(N2Cc3cccc(C(=O)N4CCOCC4)c3C2=O)cc1	-3%	-3	-11%	-1%	3	1.0%	1%	-16%	0%
Cc1cc(Nc2ccccc2)nn1C(=O)c1ccc(Br)cc1	-6%	-2	-6%	-10%	-7	0.0%	-4%	-2%	-1%
NC(=O)CSc1ncc2c(n1)-c1ccccc1N(Cc1ccccc1)S2(=O)=O	6%[57.1 µM]	3	-6%	-1%	-5	8.2%	-3%	-3%	-14%
CN(C(=O)CSc1nnc(-c2ccncc2)n1C)C1CCS(=O)(=O)C1 (stereo not drawn)	7%[57.1 µM]	-6&-4	2%	-1%	-2	2.9%	-6%	-9%	0%
O=C(NCCN1C(=O)C2C3C=CC(C3)C2C1=O)Nc1ccccc1O (stereo not drawn)	-5%	-1	-1%	0%	1	1.4%	1%	-16%	-7%
CCNC(=S)N(CCc1c(C)[nH]c2ccc(OC)cc12)Cc1cccnc1	8%	-10	-1%	-11%	5	-3.6%	-6%	-30%	-3%
Cc1ccc(OCc2ccc(C#N)cc2)c(C(=O)c2cc(C#N)c(=O)n(C3CC3)c2)c1	1%	-12	3%	5%	3	0.7%	-4%	1%	6%
CCOc1ccc(-c2nc(Cn3c(=O)cc(C)c4c(C)nn(-c5ccccc5)c43)c(C)o2)cc1	0%[57.1 µM]	-7	1%	0%	-1	-1.6%	-1%	1%	8%
COc1ccc(C(O)(CCC(C)C)C(CN2CCOCC2)c2ccc(Cl)cc2)cc1 (stereo not drawn)	-1%	3	?	-5%	-4	2.4%	-1%	-10%	3%
COc1ccccc1C#Cc1ccc2c(=O)c3ccccc3n(C)c2c1	24%	1	-4%	1%	0	1.6%	-1%	-16%	-3%
Cc1csc(C(=O)O)c1NC(=O)c1cccc([N+](=O)[O-])c1	-10%	-1	7%	1%	1	-2.3%	0%	-10%	3%
Cn1ccnc1SCC(=O)c1c[nH]c2ccccc12	-3%[57.1 µM]	-16	14%	0%	-3	1.6%	-8%	-15%	6%
CC(=O)NCCOc1ccc(C(=O)O)cc1	11%[57.1 µM]	-3	0%	2%	10	-0.9%	-3%	-16%	1%
Cc1ccccc1NCCC(=O)Nc1ccc(F)cc1	3%	2	4%	-2%	2	0.6%	2%	-17%	6%
COc1ccc(C(=O)NC(C)c2nnc(SCC(=O)NC3CCCCC3)n2C)cc1 (stereo not drawn)	9%[57.1 µM]	-16	4%	1%	0	-1.3%	1%	-4%	6%
Cc1ccccc1NC(=O)c1ccc(F)c(S(=O)(=O)N2CCN(c3ccccc3F)CC2)c1	-2%[57.1 µM]	-11	4%	10%	-9	-1.4%	-3%	-2%	10%
COc1ccc(CCNc2nc3c(c(=O)n(C)c(=O)n3C)n2C)cc1OC	6%	-8	0%	-4%	1	2.1%	-1%	-8%	3%
COc1ccc(Cl)cc1NC(=O)CN1CCN(C(=O)N2CCOCC2)CC1	8%	0	5%	-1%	-6	nt	-5%	2%	2%
CCN(c1ccccc1)S(=O)(=O)c1cc(C(=O)Oc2ccc3c(C)cc(=O)oc3c2)ccc1C	262%[activator]	3	4%	-6%	23	6.2%	-3%	-14%	2%
Cc1ccc(NC(=O)CN(C)C(=O)c2sc3cc(Cl)ccc3c2Cl)cc1	1%	-6	-10%	-1%	-6	-0.8%	-1%	-5%	10%
O=C(Nc1ccc(NC(=O)C2CCCCC2)cn1)c1ccco1	-3%[57.1 µM]	-3	2%	1%	1	-0.6%	-17%	-3%	5%
Cc1cc(Cl)ccc1NC(=O)COC(=O)c1cc([N+](=O)[O-])ccc1N1CCOCC1	-5%	-6	-14%	-1%	-6	2.2%	-6%	-3%	7%
O=C(NCc1cccs1)C1CCN(C(=O)N2CCOc3ccc(Cl)cc32)CC1	6%[11.4 µM]	-4	2%	-1%	-1	0.1%	-4%	6%	1%
CCOC(=O)CN(C(=O)CSc1nnc(CNc2ccc(C)cc2C)o1)c1ccccc1	-6%	3	-3%	-1%	-1	-0.3%	1%	-20%	0%
Cc1cc(C)nc(OC(=O)c2c(Cl)cc(Cl)cc2Cl)n1	8%[57.1 µM]	-7	-21%	-4%	-3	4.0%	-1%	-15%	3%
CC(C)OC(=O)NCCOC(=O)Nc1ccccc1Cl	-3%	-2	-8%	2%	8	-1.2%	0%	-8%	3%
COc1ccc(Br)cc1CNC(=O)Nc1cccs1	6%[57.1 µM]	4	-2%	1%	6	0.5%	-2%	-7%	5%
Cc1cc(C)cc(-n2nnc(-c3nsc(NC(=O)c4ccccc4Cl)n3)c2C)c1	6%	-8	-18%	-10%	0	19%	-7%	-25%	-2%
O=C(NCc1ccc(F)cc1)C(=O)NCC1OCCCN1S(=O)(=O)c1cccs1 (stereo not drawn)	10%	-8	3%	-12%	-1	-0.2%	-7%	-16%	-4%
CC(=O)Oc1ccc(OC(C)=O)c(SCCCCCCl)c1	-13%[57.1 µM]	1	8%	?	-1	2.5%	-15%	-18%	4%
O=C1C(Cl)=C(NCC2CCCO2)C(=O)N1Cc1ccccc1 (stereo not drawn)	5%[57.1 µM]	-3	-2%	-3%	0	0.2%	-2%	-13%	6%
Cc1c(/C=N\NC(=O)c2ccc([N+](=O)[O-])cc2)cnn1C	-8%	0	-8%	3%	4	-0.4%	-2%	-16%	3%
CCOc1ccccc1C(=O)N/N=C/c1coc2ccc(Cl)cc2c1=O	4%	0	0%	-22%	3	-0.3%	6%	-14%	8%
O=C(COC(=O)c1cc(=O)[nH]c2ccccc12)Nc1ccc(F)cc1	1%	-3	-5%	-1%	0	nt	-5%	-3%	0%
COC(=O)c1scc(C)c1NC(=O)C(Cl)c1ccccc1 (stereo not drawn)	-1%	-2	-9%	-1%	-2	0.5%	0%	-15%	0%
Cc1nc2sc(C(c3cccs3)N3CCN(Cc4ccccc4)CC3)c(O)n2n1 (stereo not drawn)	-2%[57.1 µM]	-1	-10%	1%	-7	-2.0%	-4%	-5%	2%
CCOC(=O)c1cc(=O)cc(C(=O)OCC)o1	0%	-5	1%	-1%	-4	-0.5%	-4%	-17%	2%
